Screens deposited in PubChem by National Center for Advancing Translational Sciences (NCATS).
Mm-Cpn inhibitor = Inhibitors of TCP-1 ring complex (TRiC) of Methanococcus maripaludis (MmCpn): qHTS; Chaperonin Mm-Cpn (Methanococcus maripaludis); purified Mm-Cpn ATPase, ADP Transcreener TR-FRET; Potency, µM (top dose mostly 76.9 µM), without a hit: at the top dose activity, negative = inhibition, most hits filed as inhibitors; 0.031% of 330,000 active; AID 504842, 2011; also: potency is read from the fitted curve at half-maximal effect; % is scaled to controls: 0 for no effect and ±100 for the full control effect; nearly all actives have a fitted effect of over 80% in size
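Purified archaeal Mm-CPN (25nM final) preincubated 10 min at 37degC with compound, then 10uM ATP for 30 min at 37degC; ADP measured by HTRF Transcreener TR-FRET; buffer 30 mM TRIS pH 7.4, 100mM KCl, 5mM MgCl2, 1mM DTT.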
TGFb SMAD3 inh = qHTS for Inhibitors of TGF-b. HepG2 CAGA-GFP TGF-b/SMAD3 reporter, GFP fluorescence, 18 h; TGF-beta stimulated, 500 pg/mL final. Potency, µM (top dose mostly 46.1 µM), for inactives: at the top dose activity, negative = inhibition, most hits filed as inhibitors. 1.2% of 410,000 active. AID 588855, 2011; also: potency is read from the fitted curve at half-maximal effect; % is scaled to controls: 0 for no effect and ±100 for the full control effect; nearly all actives have a fitted effect of over 65% in size
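HEPG2 CAGA-GFP reporter cells (1000/well, DMEM with 1% FBS) received compounds, then recombinant TGF-beta at 500 pg/mL final for 18 hours at 37 degrees C. Per-cell GFP summed per well was normalised to unstimulated and stimulated DMSO controls before curve fitting.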
Nrf2 block = Nrf2 qHTS screen for inhibitors | 2.1% of 360,000 active | Potency, µM (highest dose often 46 µM), without a hit: at the top dose activity change, negative = inhibition, actives largely listed as inhibitors | A549 ARE-Fluc reporter, luciferase luminescence, 18-24 h | AID 504444, 2011; also: potency is read from the fitted curve at half-maximal effect; % is scaled to controls: 0 for no effect and ±100 for the full control effect; nearly all actives have a fitted effect of over 60% in size
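In this cell-based qHTS, ARE-driven firefly luciferase in A549 cells reports Nrf2 activity; the luminescent signal after BugLite lysis is the measured value, with a prior CellTiter-Fluor read for cell health.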
Nrf2 ARE act = qHTS of Nrf2 Activators | AREc32 ARE-luciferase reporter (MCF7-derived line), luminescence, 24 h | Potency, µM (highest dose often 46.1 µM), for the others: at the top dose activation, actives largely listed as activators | 0.31% of 410,000 active | AID 624171, 2012; also: potency is read from the fitted curve at half-maximal effect; % of control where 0% means no effect; nearly all actives have a fitted effect of over 65% in size
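For detection, Steady-Glo was added and plates sat 30 min at RT; before that, AREc32_Fluc cells grown overnight in OPTI-MEM/5% FBS had been treated with 23 nL compound for 24 hr at 37 deg C.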
HepG2 tox = qHTS for Inhibitors of TGF-b: Cytotox Counterscreen; HepG2 CAGA-GFP viability, ATP luminescence, 18 h; Potency, µM (highest dose often 46.1 µM), for inactives: at the highest dose activity change, negative = cytotoxicity, most hits filed as cytotoxic; 0.76% of 410,000 active; AID 588856, 2011; also: potency is read from the fitted curve at half-maximal effect; some results filed as inactive show a strong effect at the top dose
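CellTiter-Glo luminescence gave cytotoxicity after 18 hours at 37 degrees C. The cells were HepG2 CAGA-GFP in 1% FBS DMEM, stimulated with 500 pg/mL TGF-beta after compound addition. %Activity was normalised to no-cell wells (complete cell-killing) and DMSO (no toxicity), and curves were fitted and classified.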
CCT modulator = High-Throughput Screening for Modulators of Cytosolic Chaperonin Activity; 0.3% of 360,000 active; purified chaperonin ATPase assay, HTRF ADP detection, 30 min; activity change, % (concentration not given with the values), hits read low; in the data active = activity change below about -30%; also: % is scaled to controls: 0 for no effect and ±100 for the full control effect
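TRiC (40 or 20 nM final, by batch activity) in 30 mM Tris pH 7.4, 100 mM KCl, 5 mM MgCl2, 1 mM DTT was treated with compound at 76 uM single dose, then 10 uM ATP, 30 min at 37 °C. ADP was read by HTRF Transcreener.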
A549 viability = Nrf2 qHTS screen for inhibitors: counterscreen for cytotoxicity. Potency, µM (highest dose often 46 µM), for the others: at the highest dose activity change, negative = cytotoxicity, actives largely listed as inhibitors. AID 504648, 2011. A549 ARE-Fluc cells, CellTiter-Fluor viability, 18-24 h. 0.16% of 390,000 active; also: potency is read from the fitted curve at half-maximal effect; % is scaled to controls: 0 for no effect and ±100 for the full control effect
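A549 ARE-Fluc cells in 5% FBS OPTI-MEM, 5000 cells/well, rested 2 h then exposed to compounds in concentration-response for 18-24 h at 37 °C. Viability by CellTiter-Fluor fluorescence (Ex 405/Em 525) after 30 min; luciferase luminescence (BugLite, 15 min, RT) read afterwards.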
Akt phos inh = HTS Assay for Inhibitors of Akt Phophorylation: Primary Screen; Neuro2A IGF-stimulated pAkt S473 HTRF, 20 min; active compounds read low; activity change, % for hits at 50 µM; 0.32% of 360,000 active; in the data active = activity change below about -80%; inconclusive = mostly about -51% to -80%; also: % is scaled to controls: 0 for no effect and ±100 for the full control effect
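Neuro2A cells (4,500/well, DMEM with 0.5% FBS) were treated with compound at a single 50 µM final concentration, stimulated with 6 nM IGF for 20 min at 37 °C, and lysed. Phospho-Akt Ser473 was read by HTRF as 665/615 ratio ×10^4.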
Abeta yeast res = qHTS for compounds that reverse cellular toxicity of Amyloid beta (A-beta) peptide in yeast: Primary Screen; yeast expressing A-beta42, growth rescue, OD600, 48 h; response scale: 0% DMSO, 100% iron-clioquinol control; 0.063% of 410,000 active; Potency, µM (highest dose often 46.1 µM), for the others: at the highest dose growth rescue, most hits filed as activators; AID 1347071, 2019; also: potency is read from the fitted curve at half-maximal effect; nearly all actives have a fitted effect of over 55% in size
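Yeast A-beta toxicity model in growth medium with pinned compounds, 48 h at 30 C; growth read as absorbance at 600 nm. Normalized to FeCl3/clioquinol equimolar mix (positive) and DMSO (negative).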
Starred values were filed as active, the others as inactive; i = inactive; ? = inconclusive; / = not tested or not shown; [ ] = another dose, or the depositor's remark. Unless noted, calls follow the shape of the dose curve; as a rule, active = well fitted curve in the direction sought with a large enough effect; inconclusive = small, poorly fitted or top-dose-only effect, or another doubt; inactive = no such curve, though single readings can be large; an effect the other way counts as inactive or inconclusive.

Under each structure – Mm-Cpn inhibitor	TGFb SMAD3 inh	Nrf2 block	Nrf2 ARE act	HepG2 tox	CCT modulator	A549 viability	Akt phos inh	Abeta yeast res
> N/C(=N\OC(=O)c1ccc(Cl)c([N+](=O)[O-])c1)c1ccccc1
 : 0%	1%	?	8.5%	-5%	-3.6	4%	i	-9%
> Cc1ccc2nc(NC(=O)c3ccc(Cn4cc(Cl)cn4)o3)sc2c1
 : -1%	-1%	1%	-0.3%	-20%	-1.1	-6%	i	6%
> COc1ccc(NC(=O)CC2Oc3ccccc3NC2=O)cc1 (centres undefined)
 : 1%	-4%	-5%	6.6%	4%	-3.1	-1%	i	9%
> Cc1ccc2c(=O)cc(C(=O)Nc3ccc(S(=O)(=O)N(C)c4ccccc4)cc3)oc2c1C
 : /	22%	22%	0.0%	14%	/	0%	/	6%
> COc1ccc2nc(N(CCN(C)C)C(=O)c3ccc4ncsc4c3)sc2c1
 : /	2%	/	0.5%	4%	1.0	/	i	2%
> CCCN(Cc1cccs1)C(=O)Nc1cc(Cl)ccc1C
 : /	13%	?	4.2%	-3%	/	1%	/	5%
> Cc1nc2ccc(S(=O)(=O)NC(C(=O)N3CCCC3)C(C)C)cc2s1 (centres undefined)
 : 1%	-2%	21%	-0.1%	6%	-0.5	-5%	i	6%
> O=C(N/N=C/c1ccc[nH]1)c1ccccc1[N+](=O)[O-]
 : -1%	31%[activator]	3%	-0.4%	2%	-0.4	-2%	i	-10%
> COc1ccccc1CCc1nnc(CCC(=O)NC(C)Cc2ccsc2)o1 (centres undefined)
 : 1%	7%	-9%	0.4%	-16%	2.1	6%	i	-15%
> C=CCN(c1ccccc1OC)S(=O)(=O)c1ccc(Cl)c(C(=O)NCc2ccco2)c1
 : /	-24%	/	3.5%	-1%	1.2	/	i	7%
> CSc1nnc(-c2ccccc2N=Cc2c(C)[nH]n(-c3ccccc3)c2=O)c(=O)[nH]1
 : 1%	27%	?	-0.2%	-15%	2.5	-13%	i	-12%
> CCOc1cccc(-c2nnc3sc(COc4ccc(Cl)cc4)nn23)c1
 : -1%	-7%	-11%	-0.5%	5%	-1.5	-14%	i	2%
> COc1ccc(C(=O)NC(C)CCc2ccccc2)cc1 (centres undefined)
 : 1%	7%	3%	-0.5%	0%	-6.7	-4%	i	32%
> N#Cc1cn(-c2ccccc2)nc1C(=O)c1ccccc1
 : -8%	9%	3%	2.0%	0%	-0.9	-2%	i	12%
> COc1ccc(NC(=O)c2ccco2)c(OC)c1
 : 2%	-1%	?	6.7%	-14%	-2.9	2%	i	9%
> O=C(c1c(F)cccc1Cl)N1CCN(S(=O)(=O)c2ccc3c(c2)OCCCO3)CC1
 : 2%	?	-19%	1.9%	-21%	-0.6	-2%	i	-4%
> CCOC(=O)c1ccc(-n2c(CN(CC)CC)nc3ccc([N+](=O)[O-])cc3c2=O)cc1
 : -1%	?	9%	8.2%	-38%	2.1	13%	i	-4%
> C=CCNc1nc(Nc2ccc(OC)cc2)nc(OC)n1
 : /	12%	1%	4.2%	-16%	0.6	-7%	i	9%
> CCOC(=O)Cc1cc(=O)n2[nH]c(-c3ccccc3)cc2n1
 : -1%	15%	12%	2.0%	-4%	-9.2	7%	i	-5%
> COC1=CC(=O)c2c(ccc3ncnc(N)c23)C1=O
 : /	0.89µM*	4.6µM*	-3.4%	1.4µM*	-1.8	7.3µM*	i	-22%
> CN(C)S(=O)(=O)c1ccc(Oc2ccccc2)cc1
 : 5%	15%	-1%	2.1%	-12%	-1.3	-10%	i	2%
> COC(=O)CC1COc2ccccc2N1C(=O)c1ccc(Cl)cc1 (centres undefined)
 : 2%	?	-28%	-0.1%	-23%	1.3	-11%	i	-5%
> Cc1ccc(C)c(N2CCN(c3nc4ccccc4n4nnnc34)CC2)c1
 : /	/	-5%	4.7%	-6%	/	11%	/	-2%
> CCOC(=O)c1c(C)[nH]c(C)c1S(=O)(=O)NCC1CCN(Cc2ccc(C)cc2)CC1
 : 0%	-4%	-2%	0.1%	-16%	-2.3	0%	i	-6%
> COc1cccc(CCNC(=O)c2cc(COc3cccc(OC)c3)on2)c1
 : /	-17%	/	5.5%	-20%	-0.4	/	i	11%
> O=C(COC(=O)c1ccc2c(c1)OCCO2)Nc1cc(Cl)ccc1Cl
 : -10%	-1%	?	0.2%	1%	-0.2	-9%	i	-6%
> Cc1ccc(F)cc1NC(=O)Cc1nn(C)c(=O)c2ccccc12
 : 2%	-23%	/	-0.2%	-3%	1.9	-5%	-106%*	-12%
> COc1ccc(NC2CCCN(C(=O)c3ccc(CSC)o3)C2)cc1OC (centres undefined)
 : 1%	7%	?	0.5%	-11%	-0.7	1%	i	2%
> CCOC(=O)c1cccc(NC(=O)[C@H](CSCc2ccccc2)N2Cc3ccccc3C2=O)c1
 : /	-10%	-9%	0.1%	-6%	/	-11%	/	-1%
> COCCCn1cc(CN2CC(N3CCN(Cc4cccc(C)c4)CC3)CS2(=O)=O)nn1 (centres undefined)
 : /	/	/	-1.0%	/	0.3	/	i	-14%
> CCc1c(C)nc(SCC(=O)Nc2nc(-c3ccc(OC)cc3)cs2)[nH]c1=O
 : -14%	-7%	1%	3.4%	4%	-3.6	-7%	i	-10%
> O=C(CCCOc1ccccc1)N1CCN(S(=O)(=O)c2cccs2)CC1
 : 0%	12%	/	-0.2%	1%	-5.9	0%	i	12%
> Cc1cccc(/C=N\Nc2nnc(-c3ccccc3)c(=O)[nH]2)c1
 : 1%	-2%	7%	3.3%	-27%	-1.5	-4%	i	15%
> COc1ccccc1NC(=S)NNC(=O)c1ccccc1Br
 : -4%	-5%	?	4.4%	-1%	2.1	0%	i	17%
> COc1cc(C(=O)NCc2ccc(C(=O)NCC(OC)OC)cc2)cc(OC)c1OC
 : -7%	1%	-13%	0.4%	10%	-4.8	1%	i	14%
> Cc1ccc(NC(=O)C(c2ccccc2)C2CCCC2)cc1 (centres undefined)
 : -1%	-25%	-2%	-0.1%	-29%	0.3	-2%	i	1%
> CC(C)[C@H](NC(=O)N1CCn2c1nc1ccccc12)C(=O)NCc1ccc(F)cc1
 : 0%	?	1%	-0.2%	-2%	0.2	0%	i	-12%
> Cc1ccccc1CCNC(=O)Cn1nc(C)c2c(C)n(-c3ccccc3)nc2c1=O
 : -4%	1%	5%	-0.5%	5%	-0.3	-4%	i	1%
> CCCCN(C(=O)C1CCN(C(=O)c2ccccc2C)CC1)c1c(N)n(CC(C)C)c(=O)[nH]c1=O
 : /	-12%	9%	0.0%	-1%	0.8	15%	i	-13%
> O=C(Cn1cc([N+](=O)[O-])cn1)Nc1ccn(Cc2c(F)c(F)c(F)c(F)c2F)n1
 : -5%	0%	-2%	0.2%	-3%	-1.8	-13%	i	17%
> COc1ccc2nc(C)cc(Sc3nc4ccccc4s3)c2c1
 : -16%	?	?	?	-41%	-4.1	-7%	i	-34%[inhibitor]
> CCc1ccc(-c2ccc3nnc(SC)n3n2)cc1
 : 1%	-9%	-1%	13%	6%	-0.6	-2%	i	/
> COc1cc(OC)c(OC)cc1CNc1nnnn1C
 : 2%	11%	1%	0.3%	-4%	-3.0	2%	i	2%
> CCCCC(=O)N1CCN(c2nc(-c3ccc(F)cc3)cs2)CC1
 : -6%	-4%	-28%	3.1%	-3%	1.5	-8%	i	-12%
> CC(=O)Nc1nc(NC(=O)C(Cl)(Cl)Cl)n(-c2ccccc2)n1
 : 2%	3%	-3%	-0.4%	-3%	-1.3	-7%	i	1%
> c1ccc2c(C3OCC4(CCCCC4)CO3)cccc2c1
 : /	0%	/	-0.6%	-28%	0.0	/	i	-23%
> COc1ccc(C(=O)CSc2cc(C)nc(SCC(=O)c3ccc(C)cc3)n2)cc1
 : -1%	?	?	-0.2%	-2%	-1.1	-15%	?	10%
> CCOc1ccccc1C(=O)Nc1ccc2nc3c(c(Nc4ccc(OC)c(OC)c4)c2c1)CCCC3
 : /	?	?	0.0%	10µM*	/	?	/	-15%
> Cc1ccc(-c2cc(C(=O)Nc3cc(C)ccc3O)no2)cc1
 : 1%	12%	?	0.8%	-10%	1.1	-1%	i	-6%
> Cn1cc(CCNC(=O)c2ccc3nc(Cc4ccccc4F)oc3c2)cn1
 : -2%	-1%	?	0.4%	0%	-1.5	0%	i	-4%
> CCN1C(=O)c2cccc3c(Cl)ccc(c23)C1=O
 : -12%	2%	-2%	-1.0%	-27%	-1.3	2%	i	2%
> CN1CCN(/C(=N\S(=O)(=O)c2ccc(F)cc2)c2ccccc2)CC1
 : /	-12%	/	-0.6%	16%	-1.4	0%	i	13%[9.22 µM]
> CCO[C@H]1OC(C(=O)NCc2nc3ccccc3[nH]2)=C[C@@H](C2CC2)[C@@H]1CCCO
 : /	-21%	26%	-4.1%	7%	-1.0	2%	i	-6%
